DAGLB inh – blocks human DAGLB lipase activity; Q8NCG7; HEK293T DAGLB membrane lysate, EnzChek fluorogenic substrate; inhibition, % at 5.17 µM; hit rate 0.059% among 340,000; AID 504411; in the data active = inhibition above about 34%;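 note: 0% = enzyme with vehicle and 100% = wells lacking enzyme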
NSD2 HMT inh – blocks human histone methyltransferase NSD2. inhibition, % at 12.5 µM. NSD2 peptide methylation, AlphaScreen, 120 min. O96028. hit rate 0.54% among 310,000; in the data active = inhibition above about 50%
V-ATPase pHluor – yeast V-ATPase proton transport regulation by pHLuorin; S. cerevisiae, pHLuorin cytosolic pH fluorescence; response, % at 10 µM; hit rate 0.37% among 350,000; AID 504577; in the data active = response mostly above about 7.3%, no sharp cut-off; inactive = mostly below about 5.4%; note: actives read high; inactives centre near 0; some compounds called inactive have numbers as strong as hits; reference of the scale not given here
C-LANA FP – KSHV C-LANA DNA binding inhibition; MBP-C-LANA/FAM-LBS DNA binding, fluorescence polarization; inhibition, % at 9 µM; hit rate 0.078% among 340,000;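 active = highest replicate inhibition at or above 60% at 9 µM, even if other replicates fall short; inactive = all replicates below 60% inhibition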;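 note: 0% = neutral control wells and 100% = 4 µM acridine orange control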
CAL PDZ FP-1 – human CAL PDZ-peptide interaction inhibition; AID 504414; Q9HD26; purified CAL PDZ, TMR-peptide fluorescence polarization, 1 h; hit rate 0.02% among 330,000; inhibition, % at 20 µM;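 active = highest replicate inhibition of at least 40%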;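 note: plate controls were DMSO neutral control wells for no effect and unlabeled competitor peptide control wells for full effect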
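System: purified tagged CAL PDZ domain construct (CerCALP). Schedule: 1 h incubation at room temperature before polarization reading. Medium: 25 mM sodium phosphate pH 7.4, 150 mM NaCl, TCEP, IgG, Thesit. Read-out: percent inhibition from loss of millipolarization. Measured by: FP readout, S and P plane fluorescence. Probe or stimulus: fluorescent TMR peptide probe.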
Keap1 Nrf2 FP – inhibitors of human Keap1-Nrf2 protein-protein interaction. Keap1 Kelch-Nrf2 peptide fluorescence polarization, 1536-well. inhibition, % at 9.4 µM. Q14145. hit rate 0.15% among 340,000; in the data active = inhibition above about 12%;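 note: human Keap1 Kelch domain with fluorescein labeled Nrf2 9mer peptide probe; 0% = neutral control wells and 100% = peptide positive control; higher means more block of Keap1 binding to Nrf2 peptide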
DSG3 Ab inh – blocks pemphigus antibody binding to human desmoglein-3; P32926; DSG3-coupled beads, scFv-anti-DSG3-GFP binding, flow cytometry; hits give low values; binding (percent of control), % at 10 µM; hit rate 0.48% among 310,000; AID 588358;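 active = binding more than 3 SD below its plate's average and above zero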;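 note: hits lower antibody fragment binding to DSG3; some compounds called inactive have numbers as strong as hits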
Target sequence (P32926 whole entry, looked up, the tested form may be a part): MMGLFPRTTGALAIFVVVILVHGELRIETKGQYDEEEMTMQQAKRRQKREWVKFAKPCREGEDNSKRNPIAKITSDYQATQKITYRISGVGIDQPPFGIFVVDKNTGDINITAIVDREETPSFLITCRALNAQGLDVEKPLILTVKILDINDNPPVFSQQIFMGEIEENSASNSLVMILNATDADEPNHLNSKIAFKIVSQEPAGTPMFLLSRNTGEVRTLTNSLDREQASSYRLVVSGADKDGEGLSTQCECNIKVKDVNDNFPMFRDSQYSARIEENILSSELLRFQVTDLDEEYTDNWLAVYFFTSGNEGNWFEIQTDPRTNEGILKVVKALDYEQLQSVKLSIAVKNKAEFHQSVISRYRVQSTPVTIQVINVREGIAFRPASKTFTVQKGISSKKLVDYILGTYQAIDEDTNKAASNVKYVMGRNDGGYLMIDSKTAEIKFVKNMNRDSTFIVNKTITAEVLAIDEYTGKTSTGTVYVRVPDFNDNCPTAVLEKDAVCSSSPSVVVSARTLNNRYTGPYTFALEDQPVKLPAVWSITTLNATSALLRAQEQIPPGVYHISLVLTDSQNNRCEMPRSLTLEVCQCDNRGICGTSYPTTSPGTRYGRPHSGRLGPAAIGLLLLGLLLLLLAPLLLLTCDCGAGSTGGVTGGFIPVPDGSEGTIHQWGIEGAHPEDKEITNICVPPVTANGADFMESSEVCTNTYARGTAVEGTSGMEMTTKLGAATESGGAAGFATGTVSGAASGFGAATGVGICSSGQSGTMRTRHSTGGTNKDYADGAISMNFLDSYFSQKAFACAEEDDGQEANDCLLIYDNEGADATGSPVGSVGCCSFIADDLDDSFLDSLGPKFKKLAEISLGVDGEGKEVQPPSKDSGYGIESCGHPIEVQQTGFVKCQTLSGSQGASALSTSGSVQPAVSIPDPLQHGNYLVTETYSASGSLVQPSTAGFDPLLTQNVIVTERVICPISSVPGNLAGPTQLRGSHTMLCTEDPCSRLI
Arr AP2 block – blocks beta-arrestin peptide binding to AP2 adaptin; FITC-arrestin peptide / GST-AP2 beads, flow cytometry; AP2 beta2 appendage carries R879A mutation; hit rate 0.31% among 340,000; inhibition, % at 10 µM;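 active = inhibition above a set limit, near 3 SD of compounds lacking own fluorescence, cut at about 54% in these data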;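 note: plate controls were DMSO wells for no effect and 5 µM unlabelled arrestin peptide for full effect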
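System: GST-AP2 R879A glutathione beads. Medium: PBS with 0.05% Tween 20 and 0.1% BSA. Also added: FITC-arrestin peptide, 50 nM. Incubation: 12 min plus 1 h, RT. Measured by: high-throughput flow cytometry of beads, ex 488, em 535 nm. Evaluation: percent drop in bead-associated FITC signal.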
CAL PDZ FP-2 – blocks peptide binding to the human CAL PDZ domain; Q9HD26; purified CAL PDZ, TMR-peptide fluorescence polarization, 1 h; inhibition, % at 24.9 µM; hit rate 0.92% among 300,000; AID 602252;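 active = mean inhibition of at least 30% with at least half of replicates also reaching 30%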;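 note: 0% = DMSO neutral control and 100% = excess unlabeled competitor peptide PRC23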
Cardiac RTF inh – cardiac RTF calcium desensitization. inhibition, % at 7.15 µM. IANBD-labeled cardiac RTF, Ca2+ fluorescence. AID 493244. hit rate 0.12% among 340,000. P19429+P45379;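 active = inhibition above the mean inhibition of all tested compounds plus 3 SD, cut at about 17% in these data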;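 note: assay run at fixed EC70 calcium of 1.6 mM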
* = called active by the depositor; . = not tested or not shown.

SMILES | DAGLB inh | NSD2 HMT inh | V-ATPase pHluor | C-LANA FP | CAL PDZ FP-1 | Keap1 Nrf2 FP | DSG3 Ab inh | Arr AP2 block | CAL PDZ FP-2 | Cardiac RTF inh
Cn1c(=O)oc2cc(S(=O)(=O)Nc3cccc([N+](=O)[O-])c3)ccc21 | -2 | 1 | 1 | -1.4 | -1.5 | -3 | 107 | 5 | -4 | -4
CCN(CC)CCn1c(NCc2ccc(OC)cc2)nc2ccccc21 | -2 | -1 | -2 | -0.1 | -1.0 | -2 | 106 | 31 | -3 | -10
Nc1cc(=O)[nH]c(SCC(=O)N2CCCc3ccccc32)n1 | 0 | 0 | -1 | 1.6 | -0.6 | 2 | 98 | 32 | . | -7
Cc1[nH]c(=O)[nH]c1C(=O)CCCCC(=O)O | 4 | 130* | 5 | 2.6 | -0.7 | -3 | 113 | -1 | -1 | -7
COc1ccc(NC(=O)CCC(=O)Nc2ccc3nc(N4CCOCC4)cc(C)c3c2)c(OC)c1 | 1 | -4 | -1 | 0.2 | -2.1 | -1 | . | -6 | -4 | 0
CN(C)/C=C1\C(=O)NN=C1c1ccccc1 | 2 | 1 | 4 | -1.5 | 0.0 | 4 | 96 | 26 | -1 | -6
Cc1ccccc1N1C(=O)CSC1=C(C#N)C#N | -2 | -1 | -2 | -0.7 | -0.1 | -7 | 100 | 20 | -11 | -1
COc1ccc(-c2cc(OC)c3ccccc3n2)cc1 | -5 | 30 | -1 | 1.3 | -1.9 | 0 | 122 | -2 | -10 | -6
CC1CCN(CCNC(=O)C2CCCN(c3ncnc4c3nc3n4CCCCC3)C2)CC1 (centres undefined) | -2 | 3 | 2 | 0.0 | -2.5 | 0 | 97 | -16 | -1 | -4
COc1ccc(C(=O)OC(C)C(=O)NC2CCCC2)cc1S(=O)(=O)N1CCOCC1 (centres undefined) | -1 | -2 | -2 | -0.2 | -2.2 | -5 | 102 | -5 | . | -5
CC(=O)NC(c1ccc(C(C)C)cc1)c1ccc2cccnc2c1O (centres undefined) | 9 | -3 | 0 | 2.3 | -0.9 | -2 | 97 | -1 | -12 | -8
CCCn1nc(C(=O)Nc2cccc(S(=O)(=O)N(C)c3ccccc3)c2)c2ccccc2c1=O | -9 | 0 | -1 | -0.1 | 0.0 | 3 | 106 | 9 | . | -9
O=C(Nc1ccncc1)c1ccc(Cl)c(S(=O)(=O)N2CCc3ccccc32)c1 | 2 | -1 | -1 | 0.2 | -2.8 | -3 | 102 | -14 | -2 | 1
Nc1nc(O)c(CC(=O)O)s1 | 0 | -3 | 4 | 2.1 | 0.0 | -7 | 92 | 2 | 0 | -3
Cc1ccc(-c2nc3ncccc3o2)cc1NC(=O)c1sc2ccccc2c1Cl | -1 | 0 | 1 | 0.0 | -1.0 | -2 | 102 | 12 | -4 | -10

Three entries from above, arranged by molar mass, largest number first:
SMILES | DAGLB inh | NSD2 HMT inh | V-ATPase pHluor | C-LANA FP | CAL PDZ FP-1 | Keap1 Nrf2 FP | DSG3 Ab inh | Arr AP2 block | CAL PDZ FP-2 | Cardiac RTF inh
Cc1ccc(-c2nc3ncccc3o2)cc1NC(=O)c1sc2ccccc2c1Cl | -1 | 0 | 1 | 0.0 | -1.0 | -2 | 102 | 12 | -4 | -10
CCN(CC)CCn1c(NCc2ccc(OC)cc2)nc2ccccc21 | -2 | -1 | -2 | -0.1 | -1.0 | -2 | 106 | 31 | -3 | -10
Nc1nc(O)c(CC(=O)O)s1 | 0 | -3 | 4 | 2.1 | 0.0 | -7 | 92 | 2 | 0 | -3

More records follow.
SMILES | DAGLB inh | NSD2 HMT inh | V-ATPase pHluor | C-LANA FP | CAL PDZ FP-1 | Keap1 Nrf2 FP | DSG3 Ab inh | Arr AP2 block | CAL PDZ FP-2 | Cardiac RTF inh
CN(C)C(=O)c1ccc(NC(=O)COc2cccc3c2OC(C)(C)C3)cc1 | 0 | 1 | 10 | 0.8 | 0.0 | 3 | 99 | 33 | -4 | -21
O=C(CCN1C(=O)C2C3C=CC(C3)C2C1=O)Nc1ccc2ncccc2c1 (centres undefined) | 2 | 0 | -88 | -1.1 | -0.7 | -7 | 106 | -1 | 0 | -1
COc1cc(-c2nc3ccccn3c2NCc2ccccc2)ccc1SC1CCCCC1 | 0 | . | 0 | 0.8 | 0.1 | -8 | 108 | 1 | -3 | 6
CN(Cc1cccs1)C(=O)c1cc(S(=O)(=O)N2CCOCC2)ccc1N1CCCC1 | -3 | 7 | 2 | -0.5 | 0.4 | -1 | . | 34 | -3 | 1
CN(C)C(=O)c1ccc(-n2cccn2)nc1 | 3 | 0 | -10 | 0.8 | . | 1 | 98 | 9 | 2 | 2
CC(C)CC1CC(=O)OC1(C)C(=O)CSc1nc2ccccc2s1 (centres undefined) | -4 | -3 | 0 | 1.2 | -0.8 | -1 | . | 4 | -1 | -8
O=C(NCc1ccccc1)C1=C[C@@H](c2coc3ccccc3c2=O)C[C@@H](OCCCCO)O1 | 1 | . | 5 | -5.1 | -0.4 | -3 | 110 | -10 | -3 | 4
CN1CC(=O)N(CC(=O)N2N=C(c3ccc(Cl)cc3)CC2c2ccco2)C1=O (centres undefined) | 1 | . | 2 | -0.4 | -1.7 | -1 | 107 | -10 | -5 | -4
COc1cccc(/C=c2/s/c(=C(\C#N)C(=O)N3CCOCC3)n(-c3ccccc3)c2=O)c1 | 2 | -1 | 4 | 0.4 | -1.2 | -4 | 89 | 2 | -3 | 0
Cc1cccc(NC(=O)CNC(=O)CNC(=O)Cc2ccccc2)c1 | 1 | 0 | 1 | -1.6 | 0.1 | 1 | 96 | -9 | 1 | -3
COc1ccc([C@H]2CC(=O)C=C(c3ccc(C)c(F)c3)C2)cc1 | -10 | . | -7 | -1.8 | -1.1 | -2 | . | -3 | 0 | -1
CCOC(=O)N1CCC(NC(=O)C2CCN(C(=O)N3CC(C)Oc4ccccc43)CC2)CC1 (centres undefined) | -1 | -3 | -2 | 0.9 | -2.4 | -2 | 91 | 24 | -1 | -7
COCCNC(=O)c1ccc(CS(=O)(=O)c2c(Cl)cccc2Cl)o1 | -3 | . | 0 | -0.5 | 0.1 | -2 | 110 | 22 | . | 1
COc1ccccc1CNC(=O)[C@@H]1CCCN1S(=O)(=O)c1ccc(C)cc1 | 2 | -3 | -2 | -1.0 | 19 | 5 | 103 | 16 | 5 | -6
CCCc1nnc(NC(=O)c2ccncc2)s1 | 4 | -1 | -1 | -4.5 | 0.6 | 6 | 101 | 35 | -2 | -3
O=C(NCCc1ccccc1)C(c1ccccc1F)N(C(=O)c1csnn1)C1CC1 (centres undefined) | 2 | 2 | -2 | -0.9 | -1.8 | -4 | 108 | -3 | -4 | -4
c1ccc2c(C3=NNC(=NC4CCCCC4)SC3)c[nH]c2c1 | 2 | 4 | -2 | -1.4 | -1.9 | 4 | 108 | -2 | -2 | 3
CC(=O)c1c(C)oc2ccc(NS(=O)(=O)c3cccs3)cc12 | -2 | -1 | 7 | -0.4 | -2.3 | 3 | 84 | 37 | 1 | -7
Cc1nc2ccccc2n1CC(=O)c1ccc(O)c(O)c1 | -3 | . | -6 | 1.9 | -0.2 | -3 | 102 | 14 | -3 | 2
CN(Cc1ccccc1)Cc1ccccc1C(O)c1ccccc1 (centres undefined) | -4 | -3 | 2 | 0.8 | -0.9 | -3 | . | 1 | 0 | -4
CCN(CC)CCN(C(=O)CCS(=O)(=O)c1ccccc1)c1nc2cc3c(cc2s1)OCO3 | 3 | 0 | 2 | -2.5 | -1.6 | -10 | . | 8 | 3 | -4
Cc1cc(-c2c(C(=O)N3CCOCC3)c(C)nn2-c2cccc(C(F)(F)F)c2)no1 | 1 | 2 | 0 | 20 | 0.0 | -2 | 105 | 3 | . | -2
COc1ccc(/C=C(\C#N)C(=O)Nc2cc(S(=O)(=O)N3CCCCC3)ccc2N2CCCCC2)cc1 | -6 | -1 | 2 | 0.4 | -3.8 | 4 | 74 | 12 | -4 | -8
CCOC(=O)c1c(C)c(C(=O)NCc2ccc3c(c2)OCO3)c(C)n1C | 0 | -1 | -2 | -2.5 | -3.5 | 2 | 93 | 21 | . | -3
COc1ccc(C(CC(=O)Nc2cc([N+](=O)[O-])ccc2OC)c2ccccc2)cc1 (centres undefined) | -4 | -3 | 1 | 0.7 | 0.6 | 0 | 99 | 16 | -5 | -10
O=C(Nc1ccccc1Oc1ccccc1)c1cnccn1 | -11 | 0 | -2 | 2.4 | -4.9 | -1 | 96 | 14 | 6 | -3
COC(=O)c1nn(-c2nc(-c3cccc(OC)c3)cc(C(F)(F)F)n2)cc1[N+](=O)[O-] | -3 | -2 | 1 | 9.3 | -0.3 | -3 | 101 | 7 | 7 | -4
Cc1ccc(S(=O)(=O)c2c(N)n(/N=C/c3ccco3)c3nc4ccccc4nc23)cc1C | 0 | 4 | -1 | -0.8 | -0.2 | -4 | 100 | 44 | 4 | 10
CN(C)S(=O)(=O)c1ccc(S(=O)(=O)N2CCCC2)cc1 | -2 | 0 | 2 | 0.6 | -0.7 | -3 | . | 8 | -6 | 0
Cc1c(Cl)cccc1NC(=O)CSc1nncn1-c1cccnc1 | 1 | 0 | -5 | -0.3 | -3.7 | -1 | 117 | 17 | 6 | 1

Compounds listed so far with a COOH group:
SMILES | DAGLB inh | NSD2 HMT inh | V-ATPase pHluor | C-LANA FP | CAL PDZ FP-1 | Keap1 Nrf2 FP | DSG3 Ab inh | Arr AP2 block | CAL PDZ FP-2 | Cardiac RTF inh
Cc1[nH]c(=O)[nH]c1C(=O)CCCCC(=O)O | 4 | 130* | 5 | 2.6 | -0.7 | -3 | 113 | -1 | -1 | -7
Nc1nc(O)c(CC(=O)O)s1 | 0 | -3 | 4 | 2.1 | 0.0 | -7 | 92 | 2 | 0 | -3

Continued:
SMILES | DAGLB inh | NSD2 HMT inh | V-ATPase pHluor | C-LANA FP | CAL PDZ FP-1 | Keap1 Nrf2 FP | DSG3 Ab inh | Arr AP2 block | CAL PDZ FP-2 | Cardiac RTF inh
COc1ccc(NC(=O)c2cc(-c3ccc4c(c3)OCO4)on2)cc1 | -3 | 6 | 6 | -1.4 | -0.9 | 0 | 104 | 15 | 0 | -5
O=C(c1ccccc1)c1ccc2c(c1)OCCOCCOCCO2 | 3 | 0 | -1 | 0.3 | 1.6 | -2 | 101 | -9 | 1 | -9
O=C(Nc1cccc(C(=O)Nc2ccccc2C(=O)O)c1)c1cccc(Cl)c1 | 10 | . | -1 | -1.0 | -2.7 | -2 | 112 | -10 | -7 | 2
Cc1nn(C)c(Cl)c1CN1CCN(CCC(C)C)C(CCO)C1 (centres undefined) | -1 | 1 | -2 | -0.1 | -2.4 | -5 | 97 | -18 | 0 | -10

Bioassay records from PubChem BioAssay.

The list is partial, so the mix of outcomes need not match the whole.
